Source: PubChem BioAssay
Plk1 PBD FP: Plk1 polo box domain binding inhibitors, primary screen, biochemical, fluorescence polarization; Serine/threonine-protein kinase PLK1 (Homo sapiens), P53350; Plk1 PBD phosphopeptide binding; inhibition, %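 (tested at about 20 µM)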; 97,000 tested, 0.13% active; AID 693, 2007; in the data active = inhibition above about 34%, passing the limit was not always enough
S1P2 agonist: S1P2 receptor agonists, primary screen, cell-based; 97,000 tested, 0.46% active; S1P2-expressing cell line, agonist reporter read-out; Sphingosine 1-phosphate receptor 2 (Homo sapiens), O95136; activation, % at 4.5 µM; in the data active = activation above about 16%;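 note: 0% = vehicle low control and 100% = maximal reference agonist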
PLK1 kinase inh: human PLK1 kinase inhibitors, primary screen, biochemical, TR-FRET | Serine/threonine-protein kinase PLK1 (Homo sapiens), P53350 | recombinant PLK1 kinase, TR-FRET peptide phosphorylation | inhibition, % at 10 µM | 97,000 tested, 0.53% active | AID 619, 2007;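 active = inhibition of 50% or more in the single-concentration screen; inactive = inhibition below 50%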;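 note: 0% = DMSO max control and 100% = H-89 dihydrochloride min control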
PLAP act: PLAP enzyme activators, biochemical, luminescence, HTS; Alkaline phosphatase, placental type (Homo sapiens), P05187; purified PLAP enzyme, luminescent substrate read-out; hits give high values; activation fold at 20 µM; 96,000 tested, 1.2% active; AID 696, 2007; in the data active = activation fold above about 2
FAK blocker: FAK kinase inhibitors, primary screen, biochemical | biochemical FAK kinase activity assay | Focal adhesion kinase 1 (Homo sapiens), Q05397 | inhibition, %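 (tested at 7 µM)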 | AID 727, 2007 | 97,000 tested, 0.84% active; in the data active = inhibition above about 19%;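 note: 0% = DMSO and 100% = reference compound high control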
S1P2 blocker: human S1P2 receptor antagonists, primary screen, cell-based; cell-based S1P2 antagonist assay, inhibition at 5 uM; 97,000 tested, 0.21% active; inhibition, % at 5 µM; Sphingosine 1-phosphate receptor 2 (Homo sapiens), O95136; in the data active = inhibition above about 45%;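 note: CRE beta-lactamase reporter cells expressing human S1P2 stimulated with S1P; 0% = agonist at EC80 alone and 100% = agonist plus reference antagonist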
Rev-RRE block: HIV-1 Rev-RRE binding inhibitors, primary screen, biochemical, FRET, protein-RNA interaction; P05866; Rev peptide-RRE RNA binding; inhibition, % at 8 µM; 97,000 tested, 0.79% active;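 active = inhibition above the screen-wide mean plus 3 SD, cut at about 35% in these data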;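 note: 0% = median DMSO wells and 100% = median Neomycin B control wells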
Target sequence (P05866 whole entry, looked up): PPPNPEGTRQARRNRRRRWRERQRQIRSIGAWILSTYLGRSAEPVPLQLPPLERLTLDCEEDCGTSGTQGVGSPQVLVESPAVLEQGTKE
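System: Cy5-labelled duplex RRE RNA binding fluorescein-labelled HIV Rev peptide; Signal: fluorescein-to-Cy5 FRET, 480 nm excitation; Also added: labelled Rev peptide; Compound: one concentration, 8 µM nominal; Buffer or medium: HEPES pH 7.5 salt buffer with EDTA; Read-out: % inhibition of FRET ratio versus controls; Schedule: 5 min preincubation and 15 min binding, 25 °C.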
MT1-MMP txn act: MT1-MMP promoter reporter activation – cell-based, luciferase luminescence, primary screen | HT1080 MT1-MMP promoter luciferase reporter, overnight; hits give high values | activation factor at 10 µM | 86,000 tested, 0.16% active;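 active = activation factor of at least 2 for MT1-MMP transcription at 10 µM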
EphB4 ephrin blk: EphB4-ephrin-B2 interaction antagonists, primary screen, biochemical, TNYL-RAW peptide probe, fluorescence polarization | EphB4 LBD / TNYL-RAW-Alexa532 peptide | inhibition, % at 7 µM | 97,000 tested, 0.15% active | AID 720, 2007;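 active = inhibition above the screen-wide mean inhibition plus 3 SD, cut at about 15% in these data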;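 note: 0% = DMSO wells and 100% = excess unlabeled TNYL-RAW peptide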
Target sequence (P54760 whole entry, looked up, the tested form may be a part): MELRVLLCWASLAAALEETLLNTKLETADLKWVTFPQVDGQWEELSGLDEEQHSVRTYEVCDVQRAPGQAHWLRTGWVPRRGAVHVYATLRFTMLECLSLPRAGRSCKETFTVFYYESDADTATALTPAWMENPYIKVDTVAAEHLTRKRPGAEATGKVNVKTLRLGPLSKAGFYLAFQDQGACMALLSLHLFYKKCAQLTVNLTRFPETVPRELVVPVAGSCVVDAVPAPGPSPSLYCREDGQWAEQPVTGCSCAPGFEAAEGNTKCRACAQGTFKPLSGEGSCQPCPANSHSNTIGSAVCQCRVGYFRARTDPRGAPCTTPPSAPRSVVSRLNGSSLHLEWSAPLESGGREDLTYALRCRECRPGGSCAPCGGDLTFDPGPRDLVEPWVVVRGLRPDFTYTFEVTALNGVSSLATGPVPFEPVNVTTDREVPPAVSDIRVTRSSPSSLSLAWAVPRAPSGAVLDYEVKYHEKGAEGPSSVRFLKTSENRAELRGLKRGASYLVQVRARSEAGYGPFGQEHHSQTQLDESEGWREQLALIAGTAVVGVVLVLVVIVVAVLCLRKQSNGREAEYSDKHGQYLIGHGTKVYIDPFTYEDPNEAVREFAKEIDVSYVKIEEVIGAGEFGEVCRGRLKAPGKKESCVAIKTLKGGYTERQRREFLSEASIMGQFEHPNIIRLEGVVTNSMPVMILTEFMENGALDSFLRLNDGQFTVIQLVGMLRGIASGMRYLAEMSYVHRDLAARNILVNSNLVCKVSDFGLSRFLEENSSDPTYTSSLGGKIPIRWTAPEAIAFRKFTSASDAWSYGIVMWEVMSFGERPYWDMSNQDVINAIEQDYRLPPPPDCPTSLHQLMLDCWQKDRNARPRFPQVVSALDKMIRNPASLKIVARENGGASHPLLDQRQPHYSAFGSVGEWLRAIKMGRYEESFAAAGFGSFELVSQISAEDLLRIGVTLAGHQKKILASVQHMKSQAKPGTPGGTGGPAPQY
Starred values were filed as active, the others as inactive; nt = no result given; [ ] = remark or other dose. Hits appear at their usual frequency; overall some 3.9% were active at least once.

Preview (two entries):
SMILES	Plk1 PBD FP	S1P2 agonist	PLK1 kinase inh	PLAP act	FAK blocker	S1P2 blocker	Rev-RRE block	MT1-MMP txn act	EphB4 ephrin blk
Cc1ccc(C(=O)NNC(=O)c2cc(OCC(F)(F)F)ccc2OCC(F)(F)F)cc1	-10	-4	-11	1.1	-2	19	7	nt	5
CCCCCSc1nc2c(c(=O)[nH]c(=O)n2C)n1C	-2	-2	3	0.7	5	-7	6	1	-6

This part in full, from the first entry:
SMILES	Plk1 PBD FP	S1P2 agonist	PLK1 kinase inh	PLAP act	FAK blocker	S1P2 blocker	Rev-RRE block	MT1-MMP txn act	EphB4 ephrin blk
Cc1ccc(C(=O)NNC(=O)c2cc(OCC(F)(F)F)ccc2OCC(F)(F)F)cc1	-10	-4	-11	1.1	-2	19	7	nt	5
CCCCCSc1nc2c(c(=O)[nH]c(=O)n2C)n1C	-2	-2	3	0.7	5	-7	6	1	-6
O=C(c1ccccc1)c1nn(-c2ccccc2)c(=O)cc1C(F)(F)F	-11	-6	-5	1	-9	8	-3	nt	-12
Cc1ccc(-n2ncc3c(N4CCN(c5ccccc5)CC4)ncnc32)c(C)c1	-1	-4	-7	1	-2	60*	1	1.1	1
CCC(=O)OC1c2ccccc2C(=O)N1Cc1ccccc1 (stereo unspecified)	-13	0	-9	0.8	1	16	3	nt	1
CSC1=NCCN1C(=O)COc1ccccc1	1	-4	69*	0.9	-6	-9	4	1.1	0
COc1ccc(S(=O)(=O)N2CCc3ccccc32)cc1C(=O)OCc1nnc(-c2ccccc2)o1	-21	-1	-11	1.5	0	-19	0	1.2	-4
COc1ccc(CCN(Cc2cc3cccc(C)c3[nH]c2=O)C(=O)N2CCCC2)cc1OC	5	-5	-13	1.3	-2	-8	2	1	2
COc1ccc(OC)c(C(=O)CSc2nccc(-c3ccc(Br)cc3)n2)c1	15	-3	-12	1.4	5	1	3	nt	0
COc1ccccc1-c1nnc(SCc2ccccn2)n1C	-6	-6	-10	1.3	1	11	6	1	1
CSc1nnc2n(CCc3ccccc3)c(=O)c3c4c(sc3n12)CCCC4	-11	0	-10	nt	0	-18	7	1.1	-3
N#Cc1nc(-c2ccco2)oc1NCc1cccnc1	-9	-7	-2	1.1	-1	-18	0	1.2	2
COC(=O)C(C)N(C(=O)c1cccc(Cl)c1)c1c(C)cccc1C (stereo unspecified)	-9	-1	-3	1.6	0	-7	6	1.1	-2
CC(=O)Nc1cc2c(cc1C(=O)C(C)C)OCCO2	-24	-7	-10	0.9	1	18	8	1.3	2
CC1Oc2ccccc2N(CC(=O)c2cccc(Cl)c2)C1=O (stereo unspecified)	6	0	-9	1	0	3	6	1.1	1
CC(=O)c1cc(F)c(N2CCN(c3ccc([N+](=O)[O-])cc3F)CC2)cc1C	5	-4	-11	1.2	2	13	4	nt	-2
Cc1ccc(NC(=O)Cn2c(CCC(=O)O)ccc2-c2cccs2)cc1	-3	1	-5	1.4	-3	-7	0	1	-4
CN1CCCN(C(=O)c2cc(=O)[nH]c3ccccc23)c2nc3ccccc3nc21	-7	-3	-7	1.3	-1	1	4	1.2	2
CC1(C)OC(=O)C(=CNn2cnc3ccccc3c2=O)C(=O)O1	-16	-3	6	0.9	-9	-5	4	1.2	0
CCCc1nc(SCC(=O)Nc2cc(C)on2)c2c(=O)n(C)c(=O)n(C)c2n1	11	-3	-17	0.9	-1	-2	9	1.1	1

One compound at a time (already shown). Order of values: Plk1 PBD FP, S1P2 agonist, PLK1 kinase inh, PLAP act, FAK blocker, S1P2 blocker, Rev-RRE block, MT1-MMP txn act, EphB4 ephrin blk
CC1(C)OC(=O)C(=CNn2cnc3ccccc3c2=O)C(=O)O1 in the list: -16, -3, 6, 0.9, -9, -5, 4, 1.2, 0
CN1CCCN(C(=O)c2cc(=O)[nH]c3ccccc23)c2nc3ccccc3nc21 in the list: -7, -3, -7, 1.3, -1, 1, 4, 1.2, 2

Going on with the list.
SMILES	Plk1 PBD FP	S1P2 agonist	PLK1 kinase inh	PLAP act	FAK blocker	S1P2 blocker	Rev-RRE block	MT1-MMP txn act	EphB4 ephrin blk
Cc1ccc(C(=O)Nc2ccc(N3CCOCC3)nc2)cc1	-23	-3	-8	0.8	-3	10	2	nt	-9
CC(C)c1ccc(NC(=O)C2CC(=O)N(C(C)C)C2)cc1 (stereo unspecified)	2	-6	2	0.8	-6	-1	-4	1.2	-10
CC(C)(O)C#Cc1ccc(C(=O)NCc2cccs2)s1	29	-2	-11	0.9	-2	-12	-2	1.2	-4
O=C(CC1SC(=O)N(c2ccccc2)C1=O)Nc1ccccc1 (stereo unspecified)	14	-11	-3	1	-5	-4	0	1.2	-11
Cc1cc(C)n(-c2ncnc3sc4c(c23)CCCC4)n1	13	-4	-9	1.2	-2	19	1	1.1	0
COc1ccc(C)cc1S(=O)(=O)N(C)CC(=O)NC1CC1	-5	-4	-5	0.9	-1	-1	10	1	9
CCCCCCC1/C(=N/O)CCC1C(=O)OC (stereo unspecified)	-6	-2	-15	0.9	0	-7	5	1.2	6
COc1ccccc1NC(=O)c1ccc(-c2ccc(Br)cc2)o1	9	-1	-7	0.8	-3	12	12	1.1	1
CCOc1ccc(C(=O)NC(=S)Nc2ccccn2)cc1[N+](=O)[O-]	15	3	-6	nt	1	12	7	nt	-1
O=C(Nc1ccc(Cl)cc1)N(CCCN1CCOCC1)Cc1cccs1	12	-6	-10	1.7	2	24	5	nt	9
NC(=O)C1CCN(c2ncnc3c2c(-c2ccccc2)cn3-c2ccccc2)CC1	-13	-1	-2	1.3	-3	-3	-5	1	-9
COc1ccc(C(CC(=O)O)NC(=O)c2ccco2)cc1 (stereo unspecified)	-20	-7	-28	0.9	0	14	12	1.2	1
Cc1ccc(S(=O)(=O)/N=C2/C=C(C3C(=O)CC(C)(C)CC3=O)C(=O)c3ccccc32)cc1	-18	-10	-6	1.2	1	5	1	2.1*	2
CCCCSc1nc(O)c(C2OC(=O)c3c2ccc(OC)c3OC)c(=O)n1C (stereo unspecified)	8	-5	-9	1.3	-5	7	6	1.1	5
CC(C)CCOC(=O)C1C(c2ccccc2)C(C(=O)O)C1c1ccccc1 (stereo unspecified)	26	-5	-6	1.2	-5	-4	6	1.2	4
COc1ccc(CNC(=O)c2cccnc2Sc2ccc(Cl)cc2)cc1	-35	-6	-6	1	-3	26	8	nt	4
Cc1cccc(-c2nsc(SCC(=O)NCc3ccco3)n2)c1	-10	-9	-2	0.9	-7	2	2	1.3	0
C=CCn1c(N)cc(=O)nc1SCC(=O)Nc1ccc2ccccc2c1	-2	-2	-8	nt	0	5	3	1.1	-5
Cc1ccc(CNc2ncc(-c3ccc4c(c3)OCO4)n2C)cc1	-9	-5	20	nt	0	19	-3	1.1	8
Cc1c(Cl)c([N+](=O)[O-])nn1CC(=O)Nc1c(C)n(C)n(-c2ccccc2)c1=O	-39	-2	-6	0.9	0	13	6	nt	2
Cc1ccccc1CN1C(=O)Nc2ccccc2C(=O)N1C(C)(C)C	0	0	-11	0.9	0	-4	4	1.2	5
Cc1ccc(C)c(/C(O)=C2/C(=O)C(=O)N(CCN3CCOCC3)C2c2ccco2)c1 (stereo unspecified)	0	-5	-14	1.3	3	-3	2	1	1
CCCCCCSc1nc(O)c(C2OC(=O)c3c2ccc(OC)c3OC)c(=O)n1-c1ccccc1 (stereo unspecified)	-8	-3	-1	1.6	-5	-1	-4	1	2
CSc1ccc(C#N)cc1NC(=O)c1cccc(Cl)c1	-1	-5	-3	1	1	0	3	nt	-4
CC(C)Cc1nc(N2CCN(C(=O)C(C)C)CC2)c(C#N)c2c1CCC2	4	-2	-9	1.1	5	0	-1	1.2	-7
COc1ccc(C2CC(c3ccc(Cl)cc3)n3nc(N)nc3N2)cc1 (stereo unspecified)	-1	-2	-18	1	-1	12	9	1.1	6
Cc1ccc(C(=O)c2cn(-c3ccc(F)c(Cl)c3)nn2)cc1	-14	-6	-5	0.9	7	10	8	nt	3
O=C(CN1C(=O)c2ccccc2C1=O)N1CCN(c2ccccc2)CC1	-23	-3	-10	0.9	0	-11	2	1.1	-4
O=C(C1COc2ccccc2O1)N1CCOCC1 (stereo unspecified)	14	-1	1	1.1	-5	3	8	1.2	-6
COc1ccccc1NC(=O)CN(C)S(=O)(=O)c1ccc2c(c1)CCC(=O)N2	-24	-6	-23	0.7	2	8	6	nt	5
O=C(Nc1ccc(F)cc1)NC1CCN(Cc2nnnn2Cc2ccco2)CC1	-18	1	-2	nt	-6	-4	2	1.2	1
COc1ccccc1C(=O)N1CCN(CCc2ccccc2)CC1	21	-3	-6	1.4	-3	5	-2	1	-2
COC(=O)c1ccc(CN(Cc2ccc(C(=O)OC)o2)C(C)(C)C)o1	-13	-4	-6	1.1	1	19	10	1.1	5
COc1cccc(Nc2nc(-c3ccc(O)cc3)cs2)c1	18	-7	10	0.9	1	11	-2	1.6	-1
Cc1cc(Oc2ccccc2)nc(SCC(N)=O)n1	-19	-7	-12	1	-4	7	2	1.2	-4
CCN(CC)S(=O)(=O)c1ccc(NC(=O)CCC2CCCCC2)cc1	-24	1	-18	2.9*	1	-22	7	nt	1
CC1Cc2ccccc2N1C(=O)CSc1nnnn1C1CCCC1 (stereo unspecified)	-5	-11	-4	1.1	-2	8	7	1.3	5
Cc1ccc(S(=O)(=O)N(C#N)c2nc(C)cc(C)n2)cc1	10	1	-9	0.8	-4	-8	0	1.3	-2
O=C(Cc1cccs1)Nc1ccc(N2CCOCC2)cc1	16	-3	-15	1.1	7	-36	-1	1.6	-1
CC(C)(C)C(=O)c1sc2nc(-c3cccs3)cc(C(F)(F)F)c2c1N	-22	-2	-11	0.9	-5	36	79*[fluorescence artefact?]	nt	-1
Cc1c(Cc2ccccc2)sc(NC(=O)Cc2ccccc2)c1C(N)=O	17	-9	-3	nt	-5	-35	-3	nt	0
COC(=O)c1ccccc1NC(=O)C1CCCC1	-11	-3	-6	1	0	-10	0	1.1	6
COc1ccc(NC(=O)C2CC(=O)OC23CCCCC3)cc1 (stereo unspecified)	-5	-7	-2	nt	0	-18	1	1.2	-3
O=C(Nc1ccc(Cc2ccncc2)cc1)C1CCC(N2C(=O)C3CC=CCC3C2=O)CC1 (stereo unspecified)	3	-1	-13	1.1	1	0	4	1.2	3
O=S(=O)(Nc1ccc2c(c1)OCO2)c1ccccc1	15	-5	1	1.2	1	7	8	1.1	13
Cc1cccc(NC(=O)C(c2cccc([N+](=O)[O-])c2)N2CCCCC2)c1 (stereo unspecified)	-4	-6	-7	1.1	8	-3	18	nt	7
CC(=O)c1nnn(-c2nc(N3CCCC3)nc(N(c3ccccc3)c3ccccc3)n2)c1C	-11	3	-14	1.2	0	2	7	1.1	-1
Cc1ccc(-c2nc3ccccc3[nH]2)cc1N	-6	-4	-11	0.8	1	-22	6	nt	0
CC1C(=O)CCCCCCCCCC2C1(N1CCOCC1)CS2(=O)=O (stereo unspecified)	18	-6	-1	nt	0	12	9	1.4	0
COc1ccc(C(=O)NC(C)(C)C)cc1S(=O)(=O)N1CCCC1	-23	-1	-7	1	0	-15	3	nt	2
CCC(C)Nc1nc2c(c(=O)n(C)c(=O)n2C)n1Cc1cccc(C)c1 (stereo unspecified)	6	-8	-6	nt	-1	-16	2	1	4
CCn1c(COc2cccc(C)c2C)nnc1SCC(=O)N1CCN(c2ccc(OC)cc2)CC1	28	0	-10	1	1	4	-3	nt	-4
CCC1(c2ccccc2)NC(=O)N(CC(=O)Nc2cccc(C#N)c2)C1=O (stereo unspecified)	-17	-5	-7	0.9	-1	8	3	1.1	-6
